Compound activity: PubChem, several laboratories
TRPC4 block: blocks the mouse TRPC4 cation channel | B-score at 10 µM | 0.39% of 300,000 active | HEK293 TRPC4beta/mu-opioid, DAMGO-evoked Fluo4 calcium flux; active compounds read low;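 active = B-score over 3 SD under the library average, no early fluorescence shift, positive overall ratio signal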
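material = TRPC4beta/mu-opioid receptor HEK293 cell line | probe or stimulus = sequential submaximal and maximal DAMGO stimulation | compound dosing = one concentration per compound | measured by = Fluo4 Ca2+ flux fluorescence | evaluation = integrated fluorescence ratio relative to baseline, converted to per-well B score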
TRPC4 PAM: allosteric potentiators of mouse TRPC4 channel; AID 2227; 0.42% of 310,000 active; HEK293 TRPC4beta/mu-opioid, DAMGO EC20, Fluo-4 Ca2+ flux; active compounds read high; Q9QUQ5; B-score at 10 µM;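 active = B-score of calcium response area above 5 SD of library B-scores, with initial fluorescence ratio within 5 SD of library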;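 note: B-score of integrated fluorescence ratio over time as area under calcium response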
TRPC6 inh: mouse TRPC6 channel inhibition. 1.1% of 310,000 active. AID 2553. HEK293-TRPC6, membrane potential dye, ACh-evoked depolarization; active compounds read low. B-score at 10 µM. Q61143;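 active = B-score under library mean minus 3 SD, initial fluorescence not abnormally high, positive integrated signal ratio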;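 note: B-score derived from integrated fluorescence ratio over the kinetic read; more negative B-score means stronger inhibition of depolarization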
Target sequence (Q61143 whole entry, looked up): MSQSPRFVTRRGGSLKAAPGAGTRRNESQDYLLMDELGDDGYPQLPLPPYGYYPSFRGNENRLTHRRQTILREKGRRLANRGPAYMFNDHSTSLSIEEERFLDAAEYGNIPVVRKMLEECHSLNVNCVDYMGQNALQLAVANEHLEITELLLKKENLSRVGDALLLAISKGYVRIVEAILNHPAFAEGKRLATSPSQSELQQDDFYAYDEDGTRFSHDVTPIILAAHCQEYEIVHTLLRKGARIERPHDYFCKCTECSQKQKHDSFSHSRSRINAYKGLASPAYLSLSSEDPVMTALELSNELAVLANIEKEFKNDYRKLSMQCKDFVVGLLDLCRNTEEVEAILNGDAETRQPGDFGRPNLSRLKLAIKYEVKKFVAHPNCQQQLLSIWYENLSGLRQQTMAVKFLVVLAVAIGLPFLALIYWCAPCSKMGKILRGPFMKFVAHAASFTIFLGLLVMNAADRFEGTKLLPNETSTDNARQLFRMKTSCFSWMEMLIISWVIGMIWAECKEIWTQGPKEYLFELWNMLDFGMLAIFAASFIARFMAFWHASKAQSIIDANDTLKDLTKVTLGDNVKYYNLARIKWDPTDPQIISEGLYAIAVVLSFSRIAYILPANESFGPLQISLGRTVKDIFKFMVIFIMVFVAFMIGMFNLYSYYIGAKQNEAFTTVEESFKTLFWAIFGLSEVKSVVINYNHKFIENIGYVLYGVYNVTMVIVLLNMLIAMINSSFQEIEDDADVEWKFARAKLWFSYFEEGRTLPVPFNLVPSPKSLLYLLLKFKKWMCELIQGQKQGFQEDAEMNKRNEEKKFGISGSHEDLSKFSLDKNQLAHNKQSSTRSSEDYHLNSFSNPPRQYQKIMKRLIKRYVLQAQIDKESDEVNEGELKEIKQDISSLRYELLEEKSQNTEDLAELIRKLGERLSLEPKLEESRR
KLF5 inhibitor: suppresses KLF5 promoter-driven expression; inhibition, % at 5 µM; AID 1700; DLD-1 KLF5 promoter-luciferase reporter, luminescence; 0.23% of 290,000 active;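 active = inhibition above a per-plate limit of that plate's mean compound inhibition plus 3 SD, cut at about 60% in these data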;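 note: 0% = DMSO wells and 100% = LY294002 at 200 µM; higher means less KLF5 promoter-driven luciferase light; inactives centre near -14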
IEC-6 tox: kills IEC-6 intestinal cells in KLF5 counter-screen. 0.78% of 290,000 active. inhibition, % at 5 µM. IEC-6 cytotoxicity, luminescence viability; in the data active = inhibition above about 22%;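 note: 0% = plate median of test compound wells and 100% = cytotoxic reference compound wells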
SKKanGAS inh: inhibitors of SKKanGAS S. pyogenes growth in kanamycin (SK-promoter or general growth effect); BacTiter-Glo, 6 h; inhibition, % at 7.5 µM; 1.3% of 300,000 active; AID 1662;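 active = mean replicate score, as percent of positive control median, at least 50; inconclusive = mean below 50 but one replicate at or above 50; inactive = mean and every replicate below 50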;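 note: strain carries kanamycin resistance gene driven by streptokinase promoter and grows in 40 µg/ml kanamycin; loss of luminescence reflects streptokinase promoter inhibition or plain growth inhibition; 0% = median of DMSO wells and 100% = positive control at its reference dose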
HIF act: HIF pathway transcriptional activation; activation, % at 7.5 µM (by protocol); 0.32% of 300,000 active; U2OS HRE-luciferase reporter, luminescence; normalized: DMSO 0%, desferrioxamine 100%; AID 1910;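 active = mean activation of at least 10% of the iron chelator positive control signal, with at least half of replicates also reaching 10%; inconclusive = mean and replicate majority disagree about reaching 10%; inactive = mean and most replicates under 10%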
TRPC6 act: activates the mouse TRPC6 cation channel; HEK293-TRPC6 membrane potential dye fluorescence; active compounds read high; B-score at 10 µM; 0.13% of 310,000 active; AID 2550;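 active = B-score of the integrated fluorescence ratio above library mean plus 3 SD, and starting fluorescence ratio within library mean plus 5 SD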;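 note: higher score means more depolarization so channel activation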
TRPC4 agonist: activators of mouse TRPC4 channel; Q9QUQ5; HEK293 TRPC4beta/mu-opioid, Fluo4 calcium fluorescence; active compounds read high; B-score at 10 µM; 0.49% of 310,000 active; AID 2237;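 active = B-score above 5 SD of library B-scores, and initial fluorescence ratio not above library mean plus 5 SD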;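 note: positive B-score marks a calcium rise read as TRPC4 activation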
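Assay system: HEK293 stable line with TRPC4beta plus mu-opioid receptor; schedule: 45 min room-temperature Fluo4 loading, 110 s read; technique: kinetic Fluo4 calcium fluorescence; evaluation: integrated baseline-normalised fluorescence ratio, converted to per-well B score; controls: buffer (low) and maximal DAMGO (high)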
MrgX1 antagonist: human MrgX1 receptor antagonism, primary screen. B-score at 10 µM. MRGX1-HEK293 calcium flux, Fluo-4, BAM8-22 antagonism; active compounds read low. Q96LB2. 1.3% of 310,000 active;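 active = calcium-response B-score plate-corrected more than 3 library SD below zero, starting fluorescence within 5 deviations, no agonist response on first addition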;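 note: peak minus trough fluorescence over baseline after final BAM8-22 challenge near maximal dose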
aSyn 5UTR inh: 5' untranslated region of α-synuclein, MLPCN primary screen; alpha-synuclein 5'UTR reporter, inhibitor activity; inhibition, % (tested at 7.5 µM); 0.82% of 300,000 active; AID 1813; in the data active = inhibition above about 60%; inconclusive = no clear call, values can overlap the other calls;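 note: H4 neuroglioblastoma cells stably carrying SNCA 5'UTR luciferase fusion; 0% = DMSO wells and 100% = positive control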
Starred values were filed as active, the others as inactive; i = inactive; ? = inconclusive; / = not tested or not shown.

smiles	TRPC4 block	TRPC4 PAM	TRPC6 inh	KLF5 inhibitor	IEC-6 tox	SKKanGAS inh	HIF act	TRPC6 act	TRPC4 agonist	MrgX1 antagonist	aSyn 5UTR inh
O=C(Nc1ccc(Oc2cccc(C(F)(F)F)c2)nc1)c1cccs1	i	i	i	-8	2	2	-0.7	i	i	i	-24
CCN1CCN(C(CNC(=O)c2ccc3c(c2)OCO3)c2cccnc2)CC1 (stereo unspecified)	i	i	i	-24	-5	-1	0.8	i	i	i	-69
Cc1ccc(Sc2ccc(C(=O)N(C)C)cc2[N+](=O)[O-])cc1	i	i	i	-13	-6	-11	-1.1	i	i	i	13
CCc1ccc(NC(=O)COn2nnc3ccc(S(=O)(=O)N(C)C)cc32)cc1	i	i	i	-17	3	-4	0.5	i	i	i	-21
O=C(CNCC1CCCCC1)Nc1cccc(S(=O)(=O)N2CCOCC2)c1	i	i	i	-26	2	-3	0.7	i	i	i	18
COc1cccc(CNC(=O)CCC2CCCN(C(=O)c3cc(C)[nH]n3)C2)c1 (stereo unspecified)	i	i	i	-15	-9	-2	1.5	i	i	i	13
O=C(NCCn1cc(SCc2ccccc2)c2ccccc21)c1ccccc1F	i	i	i	-20	-4	18	0.0	i	i	i	2
COc1ccc(NC(=O)NNC(=O)c2ccc3ccccc3c2)cc1OC	i	i	i	-50	-1	0	-0.1	i	i	i	20
COc1ccc2nc(NC(=O)CN(C)S(=O)(=O)c3cccs3)sc2c1	i	i	i	-61	-4	7	0.4	i	i	i	-9
O=[N+]([O-])c1c(NCCO)cc(N2CCN(Cc3ccc4c(c3)OCO4)CC2)c2nonc12	i	i	i	16	-4	5	0.2	i	i	i	-9
Nc1cc(-c2ccccc2)nn1S(=O)(=O)c1ccc(F)cc1	i	i	i	15	-9	0	-0.2	i	i	i	15
CCOc1cc(C2CC(=O)Nc3cc(C)c(C)cc32)ccc1O (stereo unspecified)	i	i	i	9	6	1	-0.4	i	i	i	19
CN(C)S(=O)(=O)c1cccc(-c2nnc3n2CCCCC3)c1	i	i	i	9	1	2	-0.1	i	i	i	4
O=c1oc(-c2cccs2)nc2ccc(Cl)cc12	i	i	i	1	1	1	-0.4	i	i	i	-15
COc1ccc(/C(O)=C2/C(=O)C(=O)N(CCCN3CCOCC3)C2c2ccc(N(C)C)cc2)cc1 (stereo unspecified)	i	i	i	-14	-6	2	-0.4	i	i	i	-9
Cc1ncsc1CCOC(=O)C12CC3CC(CC(C3)C1)C2	-7*	i	i	-2	-3	-12	-1.7	i	i	i	11
COC(=O)c1ccccc1NC(=O)c1nc2nc(C)cc(C(F)F)n2n1	i	i	i	6	1	4	-0.3	i	i	i	-1
CC(=O)NC(C)C12CC3CC(CC(CC(=O)O)(C3)C1)C2 (stereo unspecified)	i	i	i	-20	-2	0	/	i	i	i	4
O=C(NNS(=O)(=O)c1ccccc1C(F)(F)F)c1cc2ncc(C(F)(F)F)cc2s1	i	i	i	-38	12	-6	0.1	i	i	i	-25
Fc1ccc(F)c(NC(=S)NCCc2ccccc2)c1	i	i	i	-14	1	10	2.1	i	i	i	-93
O=C1c2oc3ccccc3c(=O)c2C(c2cccc(Br)c2)N1Cc1ccco1 (stereo unspecified)	i	i	i	-27	7	-3	-0.5	i	i	i	-11
NC(=O)Cn1c(=O)n(CCc2ccccc2)c(=O)c2c3c(sc21)CCCC3	/	i	i	-1	-2	0	-0.3	i	i	i	7
Cc1ccc(S(=O)(=O)N(C)CCCC(=O)Nc2ccc(F)cc2)cc1	i	i	i	8	-11	-3	-0.6	i	i	i	2
CCCOc1nc2c(c(=O)n(C)c(=O)n2C)n1Cc1cccc2ccccc12	i	i	i	-10	2	8	-0.4	i	i	i	-6
Cc1ccc(NC(=O)CCS(=O)(=O)c2ccc(Br)cc2)nc1	i	i	i	-12	-4	0	-0.8	i	i	i	16
CC(C)NC(=O)c1ccc(-c2cc(C(F)(F)F)ccc2Cl)o1	i	i	i	-34	-2	-3	1.1	i	i	i	-6
CCCc1cc(=O)n2[nH]c(SCc3ccc(Cl)cc3)nc2n1	i	i	i	-20	-4	12	0.4	i	i	i	10
O=C1C2CCCN2C(c2ccc(F)cc2)N1c1ccc(Cl)cc1 (stereo unspecified)	i	i	i	-37	4	-2	0.2	i	i	i	25
Cc1c(C(=O)Nc2ccc(F)cc2)cn2c(nc3ccccc32)c1C#N	i	i	i	-32	0	-2	-0.4	i	i	i	-6
O=C(OCc1cccs1)c1ccccc1NS(=O)(=O)c1ccc2c(c1)OCCO2	i	i	i	-10	2	23	-1.9	i	i	i	-11
Cc1ccc(S(=O)(=O)N(C)CC(=O)N2CCCC2)cc1	i	i	i	-6	-2	3	0.0	i	i	i	13
Cc1cc(NC(=O)CSc2nc(C3CCCCC3)nc3ccccc23)no1	i	i	i	-7	-2	-1	0.3	i	i	i	2
COc1ccc(NS(=O)(=O)c2cccc(NC(=O)C3=NN(c4ccccc4)C(=O)CC3)c2)cc1	i	i	i	7	0	10	0.2	i	i	i	5
COc1cc(Cl)c(C)cc1NC(=O)c1cc(S(=O)(=O)N(C)C)ccc1N1CCCC1	i	i	i	0	4	18	0.1	i	i	i	16
CCOc1cc(C2C(C#N)=C(N)Oc3n[nH]c(CC)c32)ccc1OCCN1CCOCC1 (stereo unspecified)	i	i	i	-6	-1	5	-48	i	i	i	-5
COc1ccccc1CNC(=O)C(C)n1nc(C)n2c(cc3occc32)c1=O (stereo unspecified)	i	i	i	-28	-1	-7	0.1	i	i	i	7
CCCCN(Cc1cc2cc(OC)ccc2[nH]c1=O)S(=O)(=O)c1ccc(C)cc1	i	i	i	0	0	1	-0.7	i	i	i	48
Cc1nccn1Cc1cccc2ccccc12	i	i	i	-18	1	-12	0.1	i	i	i	-9
CCCCCOc1ccc(C(O)C(CN2CCOCC2)c2ccccc2)cc1 (stereo unspecified)	i	i	i	-6	9	3	-1.0	i	i	i	-10
Cc1ncoc1C(=O)NC1CC(C)(C)Cc2c1cnn2-c1ccc(F)cc1 (stereo unspecified)	i	i	i	-12	5	1	-0.5	i	i	i	8
Cc1c(NC(=O)CN2CCN(C(c3ccccc3)c3ccccc3)CC2)c(=O)n(-c2ccccc2)n1C	i	i	i	-20	1	-4	-0.3	i	i	i	-12
Cn1cccc1CC(=O)N/N=C/c1ccc(C(C)(C)C)cc1	i	i	i	-27	2	4	-0.3	i	i	i	-38
COCC(C)n1c(C)cc(C(=O)CSc2nnc(Nc3ccccc3F)s2)c1C (stereo unspecified)	i	i	i	-23	-3	-11	-0.6	i	i	i	7
COc1ccc(N(CC(=O)Nc2ccccc2OC)S(=O)(=O)c2ccc(NC(C)=O)cc2)cc1	i	i	i	35	38*	2	0.2	i	i	i	-9
CCC(c1nnc(SCC(=O)NCCc2ccc(OC)c(OC)c2)n1Cc1ccccc1)N(C)C (stereo unspecified)	i	i	i	-9	0	-3	-0.3	i	i	i	-12
[O-][N+]1=c2ccc(Nc3ccccc3)cc2=NC12CCCCC2	i	i	-6.7*	-1	10	8	-1.3	i	i	i	-57
COc1cccc(NC(=O)C2CC(=O)N=C(N)S2)c1 (stereo unspecified)	i	i	i	-37	2	-1	0.0	i	i	i	-7
COc1ncnc(OC)c1S(=O)(=O)Nc1ccc(C(F)(F)F)cc1	i	i	i	-24	-2	9	-0.5	i	i	i	13
CCOCCCNC(=S)N(CCN(C)C)Cc1cc2cc3c(cc2[nH]c1=O)OCCO3	i	i	i	-9	5	5	-0.2	i	i	i	-2
O=C(COC(=O)c1cc(=O)[nH]c2ccccc12)Nc1nc(-c2cccc(Br)c2)cs1	i	i	i	-54	7	24	1.5	i	i	i	-46

Going on with the list.
smiles	TRPC4 block	TRPC4 PAM	TRPC6 inh	KLF5 inhibitor	IEC-6 tox	SKKanGAS inh	HIF act	TRPC6 act	TRPC4 agonist	MrgX1 antagonist	aSyn 5UTR inh
CN1C(=O)/C(=C/c2ccccc2F)Sc2ccc(C(=O)N3CCCC3)cc21	i	i	i	-32	-5	71*	-0.2	i	i	i	-11
CC(=O)Nc1ccccc1C(F)(F)F	i	i	i	-39	-5	3	-0.4	i	i	i	7
O=[N+]([O-])c1cccc(-c2nnn(C34CC5CC(CC(C5)C3)C4)n2)c1	i	i	i	-8	-2	-13	0.3	i	i	i	-82
CCC(=O)c1cn(CC(=O)Nc2ccc(OC)cc2)c2ccccc12	i	i	i	-20	-4	2	-8.0	i	i	i	10
CCCCOC(=O)CSc1nnc(-c2ccc(Cl)cc2Cl)o1	i	i	i	-33	3	-5	0.0	i	i	i	6
S=C(N/N=C/c1ccc2ncccc2c1)Nc1cccnc1	i	i	i	5	-5	14	-5.3	i	i	i	?
O=C(c1ccc(CS(=O)(=O)c2cccc(C(F)(F)F)c2)o1)N1CCN(c2ccccn2)CC1	i	i	i	5	2	0	0.0	i	i	i	28
O=C(CCNC(=O)c1ccc(Br)cc1)Nc1cccc(S(=O)(=O)N2CCCCCC2)c1	i	i	i	/	/	0	-0.1	i	i	i	-3
COc1ccc(NC(=O)c2[nH]c(C)c(C(C)=O)c2C)cc1	i	i	i	-59	14	0	2.2	i	i	i	-193
